E-sel inducer: E-selectin induction in HUVECs, primary screen, imaging, HUVEC, immunofluorescence imaging, single point; P16581; normalized: neutral wells 0, TNF-alpha wells 100; activation, % at 7.58 µM; 260,000 tested, 0.37% active; AID 686992, 2013;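 active = mean E-selectin-positive cell signal at least 10% of the positive control, reached in at least 60% of replicates, without over 20% cell loss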;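 note: in these data hits start at about 27%; measured in HUVEC primary endothelial cells; signal is the percent of cells scored E-selectin positive by PE staining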
Target sequence (P16581 whole entry, looked up): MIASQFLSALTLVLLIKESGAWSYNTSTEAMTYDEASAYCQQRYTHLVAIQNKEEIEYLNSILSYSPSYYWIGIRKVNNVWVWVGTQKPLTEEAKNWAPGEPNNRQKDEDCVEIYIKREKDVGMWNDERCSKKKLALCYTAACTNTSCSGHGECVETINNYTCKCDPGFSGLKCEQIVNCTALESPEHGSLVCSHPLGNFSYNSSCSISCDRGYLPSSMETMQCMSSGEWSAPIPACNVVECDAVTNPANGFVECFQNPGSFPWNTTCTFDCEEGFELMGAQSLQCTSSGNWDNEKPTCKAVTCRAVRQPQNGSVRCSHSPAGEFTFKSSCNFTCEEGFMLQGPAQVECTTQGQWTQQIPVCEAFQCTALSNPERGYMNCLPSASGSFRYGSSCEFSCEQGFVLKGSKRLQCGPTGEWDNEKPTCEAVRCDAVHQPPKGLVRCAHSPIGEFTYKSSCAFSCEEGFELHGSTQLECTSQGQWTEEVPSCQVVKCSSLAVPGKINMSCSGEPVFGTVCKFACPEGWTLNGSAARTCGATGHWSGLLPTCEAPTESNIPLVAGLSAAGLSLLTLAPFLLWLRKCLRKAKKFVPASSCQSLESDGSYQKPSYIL
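Read-out basis: % PE-positive cells; Test system: HUVEC primary endothelial cells; Technique: immunofluorescence imaging; Dosing: single-point compound dose.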
FN deposit inh: inhibitors of fibronectin matrix deposition, primary screen, AH1F cells, Alexa488-fibronectin fluorescence, plate reader. AH1F fibroblasts, overnight. inhibition, % at 12.6 µM. 350,000 tested, 0.086% active;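 active = mean inhibition across replicates of 30% or more, regardless of how many single replicates reach that level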;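 note: positive control wells lacked labelled fibronectin entirely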
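test system = AH1F fibroblasts assembling fluorescent fibronectin matrix | quantity = 10000 AH1F cells per well | buffer or medium = DMEM plus 2% serum, read in PBS | doses = single dose, pinned | incubation = 1 h cell attachment, overnight exposure to compound and label | detection = fluorescence at 485 nm excitation, 525 nm emission | read-out basis = inhibition from reduced deposited-fibronectin fluorescence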
esBAF inh: Bmi1 luciferase reporter increase in mESCs, primary screen, esBAF inhibitor project, mouse ES cells, Bmi1 luciferase knock-in, single point; 24 h; 100% = twice the neutral-well signal; reporter increase, % at 12.5 µM; 350,000 tested, 2% active; in the data active = activation above about 40%;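 note: 0% = median of the plate's neutral control wells and 100% = double that signal; a rise in the Bmi1 reporter signal indicates esBAF inhibition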
S100A4 inh HTS: inhibitors of S100A4-myosin IIA peptide binding, primary screen, biochemical, fluorescence polarization, TAMRA-MyoIIA peptide. 360,000 tested, 0.14% active. inhibition, % at 10.7 µM;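 active = mean inhibition of at least 70% across replicates, with every replicate also reaching that level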
Target sequence (P26447 whole entry, looked up): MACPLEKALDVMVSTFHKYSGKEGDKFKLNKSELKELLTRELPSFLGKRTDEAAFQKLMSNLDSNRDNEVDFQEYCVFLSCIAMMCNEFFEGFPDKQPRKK
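Assay system: human S100A4 monomer with TAMRA-labelled myosin IIA peptide / Buffer or medium: Calcium-containing HEPES buffer, pH 7.2 / Reagent: TAMRA-labelled myosin IIA heavy-chain peptide probe, 5 nM / Compound: one dose per compound / Timing: polarization read 5 min after assay mix addition, stable 5–60 min / Benchmarks: neutral control DMSO, positive control TFP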
RAD54 inh: inhibitors of human RAD54 branch migration, primary screen, biochemical, fluorescence, single point. inhibition, % at 10.4 µM. 360,000 tested, 0.14% active. RAD54 Holliday junction branch migration, FAM/BHQ fluorescence. AID 602329, 2012;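 active = mean normalized replicate activity at least 40 and at least half of replicates scoring 40 or more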;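 note: 0% = median of neutral control wells and 100% = median of positive control wells; inhibitors cause a drop in the FAM fluorescence signal; in these data hits start at about 50%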
RAD52 anneal inh: RAD52 DNA annealing inhibitors, primary screen, biochemical, FRET, single point, set 2. 360,000 tested, 0.46% active. recombinant RAD52 DNA annealing, FRET fluorescence. inhibition, % at 18.7 µM. AID 651710, 2012;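 active = every replicate showing at least 50% inhibition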
Xi reactivation: activators of inactive X chromosome reactivation, primary screen, imaging, XiGFP fibroblasts, GFP high-content imaging, set 2. 360,000 tested, 0.055% active. AID 743238, 2013. XiGFP mouse fibroblasts, % GFP-positive cells imaging, 3 d; cells co-treated with 5-aza-dC sensitizer; scaled so ellipticine positive control = 100%. activation, % at 7.58 µM;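 active = mean normalized replicate activation at least 10% and every replicate at or above 10%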;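 note: 0% = median of on-plate neutral control wells and 100% = ellipticine 6 µM median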
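Schedule: 3 d treatment, 15 min room-temperature fixation; system: 68-5-11 XiGFP fibroblast line; buffer or medium: DMEM plus 5-aza-dC sensitizer; control set: ellipticine 6 µM positive control; compound: one concentration, pinned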
EWS-Fli inh: EWS/Fli-driven NR0B1 reporter inhibitors, primary screen, A673 cells, NR0B1 luciferase, luminescence, MLPCN library; viability-normalised; inhibition, % at 12.6 µM; 350,000 tested, 0.67% active; AID 651661, 2012;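 active = mean inhibition of at least 50% after viability correction, with every replicate also passing that limit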;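 note: firefly luciferase signal divided by Alamar Blue viability fluorescence both relative to DMSO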
Active calls of the source: *; x = not tested or not shown; & = joins results of further samples.

SMILES	E-sel inducer	FN deposit inh	esBAF inh	S100A4 inh HTS	RAD54 inh	RAD52 anneal inh	Xi reactivation	EWS-Fli inh
COc1ccc(-c2ccc(CN3C(C(C)C)C(=O)N(Cc4cn(CC5CCCCC5)nn4)CCS3(=O)=O)cc2)cc1OC (configuration not stated)	-1.2	12	11	2	x	-2	0.4	11
CCc1ccc(N(CC)c2ncnc3nc[nH]c23)cc1	-0.1	16	-39	3	-1	-7	0.4	-6
COc1ccc(CCc2ccc3cc(OC)ccc3n2)cc1	1.0	x	7	1	x	-10	0.0	-24
CC1=C(C(=O)OCc2ccccc2)C(c2ccc3c(c2)OCO3)NC(=O)N1CCCC(=O)O (configuration not stated)	-0.1	5	-2	0	-4	-7	0.4	7
CN1/C(=C\C(=O)c2cccc(S(=O)(=O)N3CCCCC3)c2)C(C)(C)c2ccccc21	-0.1	-3	x	31	-1	-3	0.0	-2
CCCN(C)C[C@H]1Oc2ncc(C#CC3(O)CCCC3)cc2C(=O)N([C@@H](C)CO)C[C@H]1C	-0.2	-9	-1	-15	-1	4	0.5	6
O=C(COc1ccc2c(-c3ccccc3)cc(=O)oc2c1)NCC(O)c1ccccc1 (configuration not stated)	x	x	6	-1	-7	-8	x	3
CO[C@H]1CN(C)C(=O)c2cc(NC(=O)NC3CCCCC3)ccc2OC[C@H](C)NC[C@H]1C	0.0	12	-2	13	-3	1	0.2	4
O=C(NCc1cccs1)C1CC(=O)N(Cc2ccccc2)C1 (configuration not stated)	0.5	8	-8	4	-4	5	0.0	-9
COc1ccc(C2=NN(C(=O)COC(=O)c3ccc(S(C)(=O)=O)c([N+](=O)[O-])c3)C(c3ccco3)C2)cc1 (configuration not stated)	0.8	x	x	-2	x	-10	-0.1	6
CN(C)CCC(O)c1ccccc1 (configuration not stated)	15	-4	x	1	x	-2	0.0	-3
CNS(=O)(=O)c1cccc(C(=O)OC2CCOC2=O)c1 (configuration not stated)	0.0	-2	-6	1	5	-6	0.3	-2
O=C(Nc1ccnn1C1CCN(Cc2ccc(CO)o2)CC1)c1ccccc1	-0.7	-2	x	-4	9	-4	0.0	x
Cc1ccc(S(=O)(=O)N(C)C[C@@H]2OCCCC[C@@H](C)Oc3ccc(NC(=O)Cc4ccccc4)cc3C(=O)N([C@H](C)CO)C[C@@H]2C)cc1	x	-9	8	-6	-5	24	0.3	-2
C[C@H]1CN([C@@H](C)CO)C(=O)Cc2cc(NC(=O)C3CCCCC3)ccc2O[C@@H]1CN(C)Cc1ccc(Cl)c(Cl)c1	1.2	4	-1	-8	1	-14	0.0	0
COc1cccc(S(=O)(=O)N[C@@H]2CC[C@@H](CCN)O[C@@H]2CO)c1	-0.3	-11	-2	13	-3	-11	0.3	-3
C/C(=N\NC(=O)c1ccco1)c1ccc(C(=O)O)s1	-0.3	x	x	0	-6	-9	0.0	x
Nc1nc(=O)n(C2OC(CO)C(O)C2O)cc1F (configuration not stated)	-0.2	x	-51	4	0	-16	-0.2	45
COc1ccc(CN(C)C[C@@H]2OCCCC[C@@H](C)Oc3ccc(NS(=O)(=O)c4ccc(OC)cc4)cc3C(=O)N([C@H](C)CO)C[C@@H]2C)cc1	0.1	-3	4	x	8	x	0.3	-9
CCOC(=O)C1=CCN(S(=O)(=O)c2ccc(Br)cc2)C1c1ccc(F)cc1 (configuration not stated)	-0.2	x	x	-8	x	-12	0.2	-5
COc1cccc(NC(=O)N(C)C[C@H]2Oc3cc(-c4cccc(C(=O)N(C)C)c4)ccc3S(=O)(=O)N([C@H](C)CO)C[C@@H]2C)c1	-0.1	x	3	-5	-17	4	1.2	15
CC(=O)c1c(C)[nH]c(=S)c(C#N)c1-c1ccc(F)cc1	x	3	-4	19	-20	-9	0.1	14
Cc1ccc(CN(C)C[C@@H]2OCc3cnnn3CCCC(=O)N([C@@H](C)CO)C[C@H]2C)cc1	0.0&-0.1	-1&-5	4&-1&-1	1&-4&0	2&-5&-2	2&12&-10	0.0&0.2	4&3&-1
COCC(=O)N1[C@H](CO)[C@@H](c2ccccc2)C12CN(C(=O)NC1CCCCC1)C2	-0.1	x	x	14	x	-7	0.0	4
Cc1cc(OC(=O)c2ccc(OC(C)C)cc2)c([N+](=O)[O-])c(=O)[nH]1	-0.1	1	0	-4	3	-13	0.2	0
C[C@H](CO)N1C[C@H](C)[C@H](CN(C)Cc2ccc(Oc3ccccc3)cc2)Oc2c(NS(=O)(=O)c3cccs3)cccc2C1=O	-9.5	6	-7	-8	1	-11	0.1	10
CN(C)CC(=O)N[C@H]1CC[C@@H](CC(=O)O)O[C@@H]1CO	0.5	5	x	-6	x	4	-0.1	x
CCOc1ccc(C(=O)NCC(c2cccs2)N(C)C)cc1 (configuration not stated)	x	x	x	1	x	-5	0.0	-11
N#CC(C#N)=C1NC(N)=C(C#N)C(c2ccccc2)=C1C#N	1.0	-3	x	0	x	-42	0.0	20
Cc1ccc(C(O)c2ncc(-c3ccc4ccccc4c3)[nH]2)cc1 (configuration not stated)	0.7	0	53*	-4	7	-6	0.2	-64
CCCCn1nc(C(=O)NC2CCCCC2)c2ccccc2c1=O	x	0	-9	4	3	7	0.6	4
O=C(NCCCN1CCCC1)c1ccc(CS(=O)(=O)c2c(Cl)cccc2Cl)o1	x	6	8	2	-5	1	0.0	4
Cc1cn(-c2cc(C(=O)Nc3ccc(C)c(NC(=O)N4CCNC4=O)c3)cc(C(F)(F)F)c2)cn1	-0.2	13&-8	-6&-9	-2&2	-8&-3	-17&-31	0.2&0.0	-10&-162
CCOC(=O)c1sc(NC(=O)CSC(=S)N2CCOCC2)nc1C	0.3	-3	x	0	-7	-3	0.0	-1
Cc1ccc(/C=N\NC(=O)c2cncc(Br)c2)o1	x	3	x	2	x	-6	0.0	3
CCCS(=O)(=O)N1CCN(C2Cc3ccccc3C2)CC1	-0.1	2	13	-6	x	-10	0.2	0

In a second layout: entries from further up.
Every second line gives: E-sel inducer | FN deposit inh | esBAF inh | S100A4 inh HTS | RAD54 inh | RAD52 anneal inh | Xi reactivation | EWS-Fli inh
CCCS(=O)(=O)N1CCN(C2Cc3ccccc3C2)CC1
 : -0.1 | 2 | 13 | -6 | x | -10 | 0.2 | 0
Cc1ccc(/C=N\NC(=O)c2cncc(Br)c2)o1
 : x | 3 | x | 2 | x | -6 | 0.0 | 3
CCOc1ccc(C(=O)NCC(c2cccs2)N(C)C)cc1 (configuration not stated)
 : x | x | x | 1 | x | -5 | 0.0 | -11
CCOC(=O)c1sc(NC(=O)CSC(=S)N2CCOCC2)nc1C
 : 0.3 | -3 | x | 0 | -7 | -3 | 0.0 | -1

More structures follow:
SMILES	E-sel inducer	FN deposit inh	esBAF inh	S100A4 inh HTS	RAD54 inh	RAD52 anneal inh	Xi reactivation	EWS-Fli inh
S=c1nc[nH]c2c1sc1nc(N3CCOCC3)c3c(c12)CCCC3	-0.6	3	x	-1	x	-13	0.1	10
CN(C)C(=O)C[C@H]1C=C[C@H](NC(=O)NC2CCCC2)[C@@H](CO)O1	-0.4	-1	-5	24	9	1	-0.2	-8
COc1ccc2c3c(n(C)c2c1)[C@@H](CO)N(Cc1ccccc1)CC31CN(C)C1	0.1	x	x	3	x	19	0.2	-5
CN(CCOc1ccccc1)CCOc1ccccc1	-0.2	4	-7	-6	-3	-14	0.2	0
Cc1noc(C)c1NC(=O)N(C)C[C@@H]1Oc2ccc(NC(=O)C3CC3)cc2CC(=O)N([C@@H](C)CO)C[C@H]1C	-0.1	x	-1	-33	4	-7	0.0	2
COCC#Cc1ccc([C@H]2[C@H]3CN(C(=O)c4ccncc4)CC(=O)N3[C@H]2CO)cc1	1.1	5	x	1	x	15	0.1	4
S=C(NCc1ccccc1)Nc1cccc2cnccc12	x	-26	3	-8	-9	-6	0.2	x
Cc1ccc(-n2c(N)cc(=O)nc2SCC(=O)NC2CCCCC2)cc1C	0.0	-3	2	4	-7	-24	0.0	0
O=[N+]([O-])c1cc(/C=N/Nc2nc(N3CCOCC3)nc(N3CCOCC3)n2)ccc1Cl	x	x	x	-11	x	-13	0.0	5
Cc1ccc(S(=O)(=O)N2CCCCC2)cc1NC(=O)c1ccc2c(=O)n3c(nc2c1)CCCCC3	x	-2	x	0	x	-10	0.0	2
O=C1CN(Cc2ccc(F)cc2)C[C@@H]2[C@@H](c3ccc(-c4ccccc4F)cc3)[C@H](CO)N12	-0.3	x	x	112*	x	-9	0.1	-5
O=C(NCC[C@@H]1CC[C@H](NC(=O)Nc2cc(F)ccc2F)[C@H](CO)O1)Nc1ccc(F)cc1	0.1	x	-3	-16	-3	9	0.0	-10
CCOc1cc(C(=O)CCC(=O)OCC(=O)NC(=O)NCC(C)C)ccc1O	1.7	-2	1	-5	0	-20	-0.1	5
CC(=O)N1CCC2(CC1)NC(=O)N(c1ccccc1)N2	8.7	-1	x	3	x	-12	-0.1	10
C/C(CC(=O)Nc1ccccc1C(F)(F)F)=N\NC(=O)c1cnccn1	-0.1	-23	9	-1	1	4	0.0	3
O=S1(=O)N[C@H](Cc2ccccc2)COc2cccc(N3CCC[C@H]3CO)c21	0.2	-10	x	0	x	-9	-0.1	-9
NS(=O)(=O)c1ccc(Nc2nc(-c3ccc(F)cc3)cs2)cc1	x	-28	x	7	3	-8	0.2	-19
COc1ccc(CNC(=O)COC(=O)CCn2c(C)csc2=O)cc1OC	0.0	-2	2	1	0	6	0.0	0
C[C@@H]1CN([C@@H](C)CO)C(=O)Cc2cc(NC(=O)Cc3ccccc3)ccc2O[C@@H]1CN(C)Cc1ccc(-c2ccccc2)cc1	5.1	x	4	-12	4	-22	0.1	17
Cn1cc(/C=C(\NC(=O)c2ccccc2Cl)C(=O)NCCCn2ccnc2)c2ccccc21	0.7	0	x	0	x	4	0.1	x
Cc1noc(C)c1S(=O)(=O)Nc1ccc2c(c1)C(=O)N([C@H](C)CO)C[C@H](C)[C@H](CN(C)C(=O)NC(C)C)OCCCC[C@H](C)O2	x	-1	-6	6	-5	6	0.6	-15
COc1ccc(C(C)=O)cc1CSc1nc2ccccc2c(=O)n1-c1ccccc1	x	6	8	x	-10	x	0.2	x
O=C1CC(CC(=O)N/N=C/c2ccccc2[N+](=O)[O-])=NN1	-0.4	-5	x	x	-2	x	-0.1	x
CCc1ccc(/C=N/NC(=O)Cc2ccc(OC)c(OC)c2)s1	x	14	-3	-6	4	-4	0.2	x
C[C@H](NC(=O)C[C@H]1C[C@H]2c3cc(NC(=O)Cc4ccncc4)ccc3O[C@H]2[C@@H](CO)O1)c1ccccc1	0.0	x	-3	1	-17	7	0.0	13
COc1ccccc1NC(=O)N1[C@H](C#N)[C@@H](c2ccccc2)[C@@H]1CO	0.5	11	0	13	-3	-5	-0.1	-9
CO[C@@H]1CN(C)C(=O)c2ccc(NC(=O)Cc3ccccc3)cc2OC[C@H](C)N(C)C[C@H]1C	-0.1	-1	-1	1	-6	11	0.5	-5
